Source: PubChem BioAssay (several laboratories)
RmlC RmlD mix – mixture blocks RmlC and RmlD coupled enzyme activity; inhibition, % at 5.5 µM; 110,000 compounds, 0.39% hits; RmlC/RmlD coupled enzyme inhibition, 384-well mixture HTS; in the data active = inhibition above about 30%, passing the limit was not always enough; inconclusive = no clear call, values can overlap the other calls; also: strong numbers were not always called active
HIV RNase H inh – inhibitors of HIV-1 reverse transcriptase RNase H. RT-RNase H RNA/DNA duplex cleavage, fluorescence. inhibition, % at 10 µM. 65,000 compounds, 1.9% hits. P04585; in the data active = inhibition above about 50%
The depositor's hits bear a star; ? = inconclusive; . = no result given. These rows are one share of the data (hit frequency here may not be typical).

SMILES | RmlC RmlD mix | HIV RNase H inh
C=C(C)C(C)(C#CCN1CCCC1)OC(C)=O (centres undefined) | 5 | -3
O=C(COc1ccc(Cl)cc1)NCc1nnc(SCC(=O)NCCc2ccccc2)o1 | -2 | -40
CCCC1=Nc2cc(C(=O)NCCCOCC)ccc2Sc2ccccc21 | -6 | .
Cc1nn(C(=O)C2CC2)c(C)c1Sc1ccc(Cl)cc1 | 21 | .
COc1cc(-c2nnc(SCC(=O)c3cc(C)n(CC4CCCO4)c3C)o2)cc(OC)c1OC (centres undefined) | 5 | -11
NCCCC[C@H]1CNC(=O)C(=O)N1CCc1cccc(F)c1 | -2 | .
O=C(CN1C(=O)c2ccccc2S1(=O)=O)N1CCN(c2ccc(F)cc2)CC1 | -11 | 27
COc1cc([N+](=O)[O-])ccc1NC(=O)C[n+]1ccccc1C | -8 | .
CCCCCCCCCCCC1=C(O)C(=O)C=C(O)C1=O | -13 | .
CCOC(=O)COc1ccc2nsnc2c1 | -5 | -6
COc1ccc2c(c1OC)C(=O)c1ccccc1C2=O | -21 | .
COc1ccc(NC(=O)C2CC(=O)OC23CCCCC3)cc1 (centres undefined) | -5 | .
COc1ccc(-c2c(C#N)c(N)nc3c2c(=O)n(C)c(=O)n3C)cc1Cl | -7 | .
COc1ccc(CCNC(=O)CSc2nc3ccccc3o2)cc1 | -3 | .
COc1nc(NCCc2ccc(OC)c(OC)c2)nc(OC)n1 | -12 | -18
Cc1cccn2c(=O)c3cc(C(=O)NC4CCCC4)c(=N)n(C4CCCC4)c3nc12 | 79* | -16
COc1cc(CNCc2cccs2)ccc1OCC(=O)NC(C)(C)C | -15 | .
N#C/C(=C(/O)CN1CCOCC1)c1nc(-c2ccccc2)cs1 | -11 | -7
CN(C)C(=O)CSc1nc2ccccc2n1CC(=O)N1CCN(c2ccccc2)CC1 | 4 | .
O=c1c2ccccc2c(-c2ccccc2)nn1-c1cc(Cl)ccc1[N+](=O)[O-] | -13 | .
CCOC(=O)c1cc2c(C)n(-c3ccc(N(C)C)cc3)c(C)c2cc(C(=O)OCC)c1=O | 15 | .
CN1CCCN(CC(O)COCc2cccs2)CC1 (centres undefined) | -9 | -7
CCN1CCN(C(=O)CCc2ccc(S(=O)(=O)NCCc3ccccc3)cc2)CC1 | -15 | .
CCCCCCNC(=O)CCNC(=O)c1cc(OC)c(OC)c(OC)c1 | -6 | 14
Cc1cccc(Nc2ccccc2C(=O)OCC(=O)NCc2ccco2)c1C | -52 | .
Continuation.
SMILES | RmlC RmlD mix | HIV RNase H inh
Cn1nnnc1SCC(=O)c1cccs1 | 8 | -7
CCN1CCN(C(=O)c2ccc(Cl)c(S(=O)(=O)N3CCOCC3)c2)CC1 | -4 | .
Cc1ccc(-c2ccc(CCC(=O)O)n2NC(=O)c2cccs2)cc1 | -12 | -7
O=C1OC(OC2CCCCC2)(c2ccccc2)c2ccccc21 (centres undefined) | -9 | .
CCCCCC(=O)N1CC2(CC(c3cccc(NC(=O)CC)c3)=NO2)C[C@H]1C(N)=O (some centres undefined) | 3 | .
COc1ccc(NC(=O)C2CCCCN2N)cc1OC (centres undefined) | 0 | .
Cc1ccc(S(=O)(=O)N2CCC(=O)N(C(COCc3ccc(Cl)cc3Cl)Cc3ccccc3)CC2)cc1 (centres undefined) | 10 | .
CCOC(=O)CN1CC23C=CC(O2)C(C(=O)Nc2ccc(OCC)cc2)C3C1=O (centres undefined) | 3 | -7
CCN(C1CCS(=O)(=O)C1)S(=O)(=O)c1cccs1 (centres undefined) | 1 | -11
O=C1c2cc(CO)cc(O)c2C(=O)c2c(O[C@@H]3OC(CO)[C@@H](O)[C@@H](O)[C@@H]3O)cccc21 (some centres undefined) | -5 | .
Cc1ccc(C(C(=O)NC2CCCCC2)N(Cc2cccnc2)C(=O)C2COc3ccccc3O2)o1 (centres undefined) | 16 | 20
COC(=O)C1=C(N)Oc2cc(C)[nH]c(=O)c2C1c1cc(OC)c(OC)c(OC)c1 (centres undefined) | ? | -11
O=C(NCc1ccccn1)C1CCC(=O)N1C1CCCCC1 (centres undefined) | 0 | .
CCn1c(/C=N/c2nc3ccccc3n2C)nc2ccccc21 | 16 | .
COCCN1CCn2c(nc3cc(NC(=O)NC4CCCCC4)ccc32)C1 | 59* | -15
O=C(Nc1ncn[nH]1)c1ccc(Cl)c(S(=O)(=O)N2CCCCCC2)c1 | 2 | .
O=C(Nc1ccccc1)C1=C[C@H](C2CC2)C[C@H](OCCCCO)O1 | -10 | .
C#CCOCCOCCOCCNc1nc(N2CCN(C(=O)[C@H](CCC(=O)O)n3cc(C(N)Cc4ccc(O)cc4)nn3)CC2)nc(N2CCN(C(=O)[C@H](Cc3ccc(O)cc3)n3cc(C(N)[C@H](C)CC)nn3)CC2)n1 (some centres undefined) | 8 | .
N#CC1=C(SCC(=O)Nc2cccc3cccnc23)NC(=O)C(C#N)C12CCCCC2 (centres undefined) | -7 | 2
COc1ccc(NC(=O)c2nc[nH]c2C(=O)NCC(=O)OC(C)(C)C)cc1 | -9 | .
CCOc1ccc(NC(=O)CN(c2cccc(C(F)(F)F)c2)S(C)(=O)=O)cc1 | 22 | .
COCCNC(=O)c1nn2cccnc2c1Cl | 6 | .
O=C(Nc1ccc(Cl)cc1F)C1CCN(S(=O)(=O)c2cccnc2)CC1 | -8 | 1
CCCNC(=O)c1ccc(CNc2c(N3CCC(C(=O)OCC)CC3)c(=O)c2=O)cc1 | -2 | -14
Cc1ccc2c(CC(=O)Nc3sccc3C(N)=O)coc2c1 | . | -44
Further structures.
SMILES | RmlC RmlD mix | HIV RNase H inh
O=S(=O)(c1ccccc1)N1CCC(n2nnc3cc(F)ccc32)CC1 | 12 | .
CC(=O)Nc1ccc(CN2CCN(c3cccc(C(F)(F)F)c3)CC2)cc1 | -9 | 5
COc1ccccc1-c1cc(-c2ccc(C)cc2)nc(SCc2nnc(-c3ccccc3)o2)c1C#N | -19 | .
CC1CC2(O)c3no[n+]([O-])c3CCC2N1O (centres undefined) | -6 | -4
CCNc1nc(NCC)nc(C(=O)OCCO)n1 | -10 | .
Cn1cccc1-c1nc2ccc(NC(=O)c3ccco3)cc2[nH]1 | 14 | -2
COCCNC(=O)[C@H]1C[C@@H]1[C@H](NP(=O)(c1ccccc1)c1ccccc1)c1ccccc1 | -10 | .
CNc1oc(C)nc1S(=O)(=O)c1ccc(C)cc1 | . | -4
Cc1cc(NC(=O)c2ccccc2Oc2ccccc2)no1 | 8 | -4
O=C1c2ccccc2C(Nc2ccc(S(=O)(=O)N3CCCCCC3)cc2)N1Cc1ccco1 (centres undefined) | -6 | -10
COCCN1Cc2cccc(C(=O)NCc3ccc4c(c3)OCO4)c2C1=O | . | -44
Cn1c(=O)cc(NCc2ccccc2)[nH]c1=O | -49 | -9
CN(c1cc(=O)n2ccccc2n1)C1CCCCC1 | -4 | -23
Cc1nc(NCc2ccco2)nc2c1C(=O)CC(C)C2 (centres undefined) | -34 | -15
COc1ccc2oc(C(=O)c3ccccc3)c(N)c2c1 | 7 | .
CCCn1c(C)nc2c(c1=O)c1nc3ccccc3nc1n2-c1ccc2c(c1)OCCO2 | . | 13
CC1Oc2cc3c(-c4c(O)cc(O)c5c(O)c6c(cc45)OC(C)C(C)C6=O)c(O)cc(O)c3c(O)c2C(=O)C1C (centres undefined) | -12 | .
CCCN(CCC)c1nc(Cl)nc(NCc2ccco2)n1 | -10 | .
O=C(O)CCNS(=O)(=O)c1ccc(Oc2ccccc2)cc1 | -9 | 5
COc1ccc(NC(=O)CCCCn2c(=O)[nH]c3ccccc3c2=O)cc1 | 11 | -31
N#Cc1cn(CC(=O)O)c2ccccc12 | . | -2
CCC(C)n1cnc2c(=O)oc3ccccc3c21 (centres undefined) | -11 | .
Cc1ccc2nc(-c3cccc(-c4nc5ccc(C)cc5o4)n3)oc2c1 | . | 20
Cc1ccc(CCNS(=O)(=O)c2cnc[nH]2)cc1 | 3 | -4
O=C(O)COc1ccccc1Cc1ccccc1 | 10 | -7

16 compounds already listed, sorted by number of heavy atoms, rising:
SMILES | RmlC RmlD mix | HIV RNase H inh
N#Cc1cn(CC(=O)O)c2ccccc12 | . | -2
CC1CC2(O)c3no[n+]([O-])c3CCC2N1O (centres undefined) | -6 | -4
Cn1c(=O)cc(NCc2ccccc2)[nH]c1=O | -49 | -9
O=C(O)COc1ccccc1Cc1ccccc1 | 10 | -7
CN(c1cc(=O)n2ccccc2n1)C1CCCCC1 | -4 | -23
COc1ccc2oc(C(=O)c3ccccc3)c(N)c2c1 | 7 | .
CCCN(CCC)c1nc(Cl)nc(NCc2ccco2)n1 | -10 | .
O=C(O)CCNS(=O)(=O)c1ccc(Oc2ccccc2)cc1 | -9 | 5
Cn1cccc1-c1nc2ccc(NC(=O)c3ccco3)cc2[nH]1 | 14 | -2
O=S(=O)(c1ccccc1)N1CCC(n2nnc3cc(F)ccc32)CC1 | 12 | .
Cc1ccc2nc(-c3cccc(-c4nc5ccc(C)cc5o4)n3)oc2c1 | . | 20
CC(=O)Nc1ccc(CN2CCN(c3cccc(C(F)(F)F)c3)CC2)cc1 | -9 | 5
COCCNC(=O)[C@H]1C[C@@H]1[C@H](NP(=O)(c1ccccc1)c1ccccc1)c1ccccc1 | -10 | .
O=C1c2ccccc2C(Nc2ccc(S(=O)(=O)N3CCCCCC3)cc2)N1Cc1ccco1 (centres undefined) | -6 | -10
COc1ccccc1-c1cc(-c2ccc(C)cc2)nc(SCc2nnc(-c3ccccc3)o2)c1C#N | -19 | .
CC1Oc2cc3c(-c4c(O)cc(O)c5c(O)c6c(cc45)OC(C)C(C)C6=O)c(O)cc(O)c3c(O)c2C(=O)C1C (centres undefined) | -12 | .

(list continues)
SMILES | RmlC RmlD mix | HIV RNase H inh
CCc1c(O)nc(SCC(=O)Nc2ccccc2C)[nH]c1=O | 5 | -7
CCCCNC(=O)NS(=O)(=O)c1ccc(NS(=O)(=O)c2ccccc2)cc1 | 15 | -12
COc1cc(S(=O)(=O)N2CCOCC2)ccc1NC(=O)CSc1nnc(N)s1 | -10 | 7
O=C(CCCCCCN1C(=O)c2ccccc2C1=O)NC1CCCCC1 | -15 | .
Cc1cc(CC(C)C)n(-c2nc3ccccc3c(=O)n2OCc2ccccc2)n1 | -4 | .
CC(C)(C)n1nnnc1C(c1cccc(C(F)(F)F)c1)N1CCOCC1 (centres undefined) | 14 | 0
COc1ccc(C)cc1S(=O)(=O)N1CCC(C(=O)N2CCOCC2)CC1 | -47 | -6
CC1CCc2nc(NC(=O)c3cc(C(C)(C)C)nn3C)sc2C1 (centres undefined) | . | 10
CC1CC(C)CN(CCCNC(=O)Cc2c(C(=O)O)[nH]c3ccccc23)C1 (centres undefined) | 6 | 0
CCOc1ccccc1N1CCN(Cc2ccc(Br)s2)CC1 | -27 | -20
N#CC1=C(N)Oc2cc(O)ccc2C1c1ccncc1 (centres undefined) | 9 | 1
Cc1cc(C)nc(N2CCCC(C(=O)NCCC3=CCCCC3)C2)n1 (centres undefined) | 12 | -6
Cc1ccccc1CN1CCN(Cc2ccccc2C(F)(F)F)CC1 | -10 | .
O=C(Cn1nnc(-c2ccccc2)n1)Nc1ccc2c(c1)OCO2 | 8 | .
O=c1[nH]c2cc3c(cc2cc1CN(CCc1ccccc1)Cc1nnnn1C1CCCC1)OCCO3 | . | -9
CCO[C@@H]1OC(C(=O)N2CCN(Cc3ccccc3)CC2)=C[C@H](c2cn(C(C)=O)c3ccccc23)[C@H]1CCCO | -3 | .
CCCCSc1nc(C)c(C(C)=O)cc1C#N | -8 | -15
Cc1onc(-c2c(F)cccc2Cl)c1C(=O)NCC1COc2ccccc2O1 (centres undefined) | 12 | -17
COc1ccccc1-c1nnc(NC(=O)C(C)SC2=NCCS2)s1 (centres undefined) | -9 | -11
CCC(=O)NC(C)C(c1cccs1)N1CCN(Cc2ccccc2)CC1 (centres undefined) | -11 | .
COc1ccc(-c2nnc(COc3ccc4ccccc4c3)o2)cc1OC | -9 | -57
CCOc1ccc(C2CC(=O)NC3=C2C(=O)CCC3)cc1 (centres undefined) | 2 | -3
COc1ccc(-n2c(SCC(=O)Nc3nccs3)nc3sc4c(c3c2=O)CCN(C)C4)cc1 | 12 | 25
CCC(=O)Nc1ccc(C(=O)CSc2nc3ccccc3cc2CC)cc1 | -13 | .
Cc1ccsc1C1C(C(=O)O)c2ccccc2C(=O)N1C (centres undefined) | -3 | -5
Remaining list, next part
SMILES | RmlC RmlD mix | HIV RNase H inh
CCC1=C(C)CN(C(=O)NCCc2ccc(S(=O)(=O)NC(=O)NC3CCC(C)CC3)cc2)C1=O (centres undefined) | 12 | .
CCc1c(C(=O)Nc2nnc(C3CC3)s2)csc1C | -5 | -4
O=C1CCCC2=C1C(c1ccco1)Nc1ccc3ccccc3c12 (centres undefined) | 16 | 18
COc1cccc(-c2nc(CS(=O)(=O)CC(=O)NCc3ccccc3)c(C)o2)c1 | . | -10
CCCN(CCO)Cc1cccc(Oc2ccccc2)c1 | -13 | -10
CCCCCCn1c2c(c(=N)c3c1CCC3)CCC2 | 7 | -4
Cc1ccccc1Nc1nc(N)nc(COC(=O)C(NC(=O)c2ccco2)C(C)C)n1 (centres undefined) | 2 | -6
CCSc1nc(C2CC2)cc(-c2cccs2)c1C#N | 4 | .
N#C/C=C(/N)c1ccc(Br)cc1 | 4 | .
CCN(CC)CCCN=C(C)c1c(O)n(C2CCCCC2)c(=O)[nH]c1=O | 10 | -11
O=C(CCC(=O)N(CC(=O)NC1CCCC1)Cc1ccc2c(c1)OCO2)Nc1ccccn1 | 11 | -2
CCOC(=O)c1ccc(NS(=O)(=O)c2cnc[nH]2)cc1 | 8 | -8
